Screening data deposited in PubChem by NCI.
All columns: NCI-60 one-dose screen, growth in % after 48 h at 10 µM unless noted; 100 = growth as untreated, 0 = no growth, -100 = all killed.
SF-268: SF-268 CNS cancer cells; actives 3.1% (n = 82,000); AID 1794759
SF-539: SF-539 CNS cancer; actives 6.8% (n = 81,000)
SF-295: SF-295 CNS cancer cells; actives 5.6% (n = 79,000)
PC-3: PC-3 prostate cancer cells; actives 3.9% (n = 80,000)
U251: U251 CNS tumor cells; actives 5.4% (n = 80,000)
DU-145: DU-145 prostate cancer | actives 4.2% (n = 81,000)
SNB-19: SNB-19 CNS cancer cells | actives 2.5% (n = 81,000) | AID 1794751
OVCAR-8: OVCAR-8 ovarian cancer | actives 4.4% (n = 81,000) | AID 1794782
OVCAR-3: OVCAR-3 ovarian cancer. actives 7% (n = 79,000)
Active calls of the source: *; . = not tested or not shown; & = joins results of further samples. Rule for the calls: active = growth percent below 10; inactive = the rest. Compounds were not picked by outcome, and some 10% of all compounds hit somewhere here.

SMILES	SF-268	SF-539	SF-295	PC-3	U251	DU-145	SNB-19	OVCAR-8	OVCAR-3
Oc1ccc2ccccc2c1CN(Cc1ccccc1)Cc1ccccc1	97	99	101	104	106	113	106	99	92
COc1cnc2c(c1)C(=O)c1c-2n(CCCN2CCC(N)CC2)c(=O)c2cc([N+](=O)[O-])ccc12	50	70	24	41	39	13	40	42	80
CC(=O)N1N=C(c2ccc3c(c2)OCO3)CC1c1cccc(Nc2ccnc3cc(C(F)(F)F)ccc23)c1 (configuration not stated)	71	92	93	60	82	91	83	85	84
COc1cc(CNc2oc(-c3ccccc3)c(-c3ccccc3)c2C#N)cc(CN2CCCCC2)c1O	85	77	86	76	89	89	95	91	86
O=C(Nc1cccc([N+](=O)[O-])c1)c1cccc(C(=O)Nc2cccc([N+](=O)[O-])c2)c1	30	84	67	.	32	84	60	29	71
Cc1cc[n+](CC(=O)c2ccc(Cl)cc2)c(C)c1	102	102	110	95	100	110	107	107	102
O=C(O)c1ccc2cccnc2c1O	22	10	6.0*	1.2*	8.2*	22	13	14	1.5*
CCSc1nc2ccccc2c(=O)n1CCc1ccccc1	90	99	96	67	89	100	95	99	93
O=[N+]([O-])c1cccc(C2Nc3ccccc3CO2)c1 (configuration not stated)	97	92	122	92	98	98	98	106	108
C/C=C/C=N/NC(=S)Nc1ccccc1	100	89	99	88	88	104	102	97	117
O=C(/C=C/c1ccccc1)n1c(-c2ccccc2O)nc2ccccc21	88	95	.	81	91	105	98	94	102
CCCCNC(=S)NS(=O)(=O)c1ccc(CCN2C(=O)/C(=C/c3ccc(Cl)cc3)N=C2C)cc1	96	101	99	80	95	101	94	105	108
OCC(O)C(O)C(O)C(O)C(O)c1nc2ccccc2[nH]1 (configuration not stated)	98&108	98&105	98&98	93&99	100&98	101&123	107&102	104&97	108&113
COc1cc(C2CC(c3cc(OC)c(OC)c(OC)c3)=NN2)ccc1O (configuration not stated)	99	114	117	.	108	114	104	103	109
c1ccc(CNc2ncn[nH]2)cc1	111	107	109	107	96	116	113	107	123
CC(=O)Nc1ccc(C=Nc2ccc3ccccc3c2)cc1	105	107	119	97	113	112	93	108	122
CCOC(=O)CCc1ccc(C(C)=O)cc1	105	104	104	95	108	109	99	102	107
C/C(Cc1ccc(Cl)cc1)=C(/c1ccc(Cl)cc1)c1ccc(OCCN(C)C)cc1	86	67	97	58	38	62	69	69	57
CC1=C(C(=O)c2ccccc2)C(c2ccc3c(c2)OCO3)NC(=O)N1 (configuration not stated)	100	100	101	103	96	105	101	99	106
O=C(Nc1ccc(-n2cc(-c3ccncc3)c(-c3ccc(Cl)c(O)c3)n2)cc1)N1CCOCC1	100	93	96	87	97	109	103	105	109

The last 6 records of the part above come first, to join the parts.
SMILES	SF-268	SF-539	SF-295	PC-3	U251	DU-145	SNB-19	OVCAR-8	OVCAR-3
c1ccc(CNc2ncn[nH]2)cc1	111	107	109	107	96	116	113	107	123
CC(=O)Nc1ccc(C=Nc2ccc3ccccc3c2)cc1	105	107	119	97	113	112	93	108	122
CCOC(=O)CCc1ccc(C(C)=O)cc1	105	104	104	95	108	109	99	102	107
C/C(Cc1ccc(Cl)cc1)=C(/c1ccc(Cl)cc1)c1ccc(OCCN(C)C)cc1	86	67	97	58	38	62	69	69	57
CC1=C(C(=O)c2ccccc2)C(c2ccc3c(c2)OCO3)NC(=O)N1 (configuration not stated)	100	100	101	103	96	105	101	99	106
O=C(Nc1ccc(-n2cc(-c3ccncc3)c(-c3ccc(Cl)c(O)c3)n2)cc1)N1CCOCC1	100	93	96	87	97	109	103	105	109
N#CC(Cc1ccccc1)c1cc2ccccc2[nH]1 (configuration not stated)	96	96	97	90	89	107	96	93	104
COc1ccc(C(=O)CSc2nnc(-c3c[nH]c4ccccc34)n2-c2ccccc2)cc1	41	28	36	50	34	69	30	16	54
c1ccc(CC2=NCCCS2)cc1	106	102	112	99	106	114	101	110	105
NC(=O)NC(N)=S	104	96	.	97	98	105	104	100	105
O=C1CC[C@@H](C(=O)N[C@H]2CSSC[C@@H](C(=O)N/C=C/c3ccccc3)NC(=O)[C@H](Cc3ccccc3)NC(=O)[C@@H]3CCCN3C(=O)[C@@H]3CCCN3C2=O)N1	100	102	104	85	103	107	100	108	105
COc1ccc(C(=O)/C=C/c2cc3c(c(OC)c2)OCC(=O)N3)cc1	21	7.1*	89	50	68	-21*	76	45	2.3*
CC(CCN=Cc1ccccc1O)N=Cc1ccccc1O (configuration not stated)	104	107	93	85	99	112	105	96	108
CC/C(=C(/c1ccc(Cl)cc1)c1ccc(OCCN2CCOCC2)cc1)c1ccc(OC)cc1	89	102	87	89	90	108	96	96	109
CCCCCN=C(N)N/N=C/c1c[nH]c2ccc(OC)cc12	102	91	113	95	116	88	104	99	101
CCCCOC(=O)c1ccc(NC(=O)CCl)cc1	36	70	90	52	4.5*	78	63	42	-84*
O=C(Cc1ccccc1)Nc1nnc(NC2CCN(c3nnc(NC(=O)Cc4ccccc4)s3)CC2)s1	91	93	57	87	91	92	107	95	94
O=C(CCCCCCCCC(=O)N1CCCCC1)N1CCCCC1	104	96	101	94	102	107	90	98	110
Cc1ccc(Nc2nc(Nc3cnc4ccccc4c3)c3[nH]cnc3n2)cc1	96	95	95	44	96	93	103	97	82
O=C(Nc1ncc(Cc2ccc(Cl)cc2Cl)s1)c1cc(Br)cs1	81	104	66	70	73	90	83	90	89
COC(=O)c1c(O)cc(OC)cc1O	113	98	99	94	99	116	100	96	120
COc1ccc(CNC(=O)C(=O)[C@H](Cc2ccccc2)NC(=O)c2[nH]c3ccccc3c(=O)c2C)cc1	101	99	103	95	100	104	100	102	103
COc1cc2cc(Oc3ccc(NC(=O)Nc4ccc(F)c(C(F)(F)F)c4)cc3)c(C)nc2cc1OCCN(C)C	99	102	104	92	100	106	100	102	.
NC(=O)CSc1oc(-c2ccccc2)nc1S(=O)(=O)c1ccc(Br)cc1	73	46	81	78	55	86	83	49	63
Cn1cc(/C=C/C(=O)/C=C(/C=C/c2cn(C)c3ccccc23)OB(F)F)c2ccccc21	101	102	102	95	87	106	96	95	104
Cc1ccccc1C1CC(c2cccc(OCCCCOc3cccc(C4=NOC(c5ccccc5C)C4)c3)c2)=NO1 (configuration not stated)	65	86	62	39	80	83	74	71	71
CCC(=O)Nc1ccc(-c2nc(-c3cccc(O)c3)c(-c3ccnc(Br)c3)[nH]2)cc1	82	57	46	60	48	56	58	52	67
O=C1c2ccccc2NC(c2cccnc2)N1/N=C/c1cccnc1 (configuration not stated)	108	99	109	96	97	113	108	106	96
CC(C)CCOCCOCCCN1C(=O)C2C3C=CC(C3)C2C1=O (configuration not stated)	93	102	103	91	92	106	96	103	101
C/C(=N\NC(=O)c1ccncc1)c1ccccc1O	41&37	30&53	39&40	36&44	33&34	45&41	47&48	11&37	13&20
CSS[C@@H]1O[C@]23OC[C@H](O)[C@H]2OC(=O)[C@]3(O)[C@H]1C	95	97	103	94	97	109	97	101	108
NC(=O)N/N=C/c1ccc(Br)o1	100	101	103	.	106	110	111	107	113
COc1cccc(/C=C2\COc3ccc(O)c(O)c3C2=O)c1	5.3*	-55*	79	-11*	3.0*	4.8*	35	11	-28*
COC(=O)C1CC2(C(=O)OC)CC(C(=O)OC)(CC(C(=O)OC)C2=O)C1=O (configuration not stated)	98&115	99&109	100&91	96&93	106&100	107&121	115&101	112&104	104&110
COc1ccc(N)c(-c2cc3c(c4c2[nH]c2ccc(OC)cc24)CCCC3)c1	74	98	89	53	74	84	89	87	86
COc1ccc(C2CC(=O)Nc3nc(N)sc32)cc1OC (configuration not stated)	113	97	103	98	100	107	99	104	108
COc1ccc(C2CC(=O)c3c(O)c(OC)c(OC)c(OC)c3O2)c(O)c1 (configuration not stated)	44	-7.8*	7.9*	29	24	22	36	37	0.1*
C#CCOc1ccc(/C=N/Nc2nc(-c3ccc(OC)cc3)cs2)cc1OCC#C	97	72	66	61	81	99	90	76	74
CC(C)(C)c1ccc(OP(=S)(N/N=C/c2ccccc2O)Oc2ccc(C(C)(C)C)cc2)cc1	70	67	.	30	50	92	81	83	48
COc1ccc2nc3cc(Cl)ccc3c(N3CCN(c4ccnc(Nc5ccc(F)cc5)n4)CC3)c2c1	79	85	76	67	.	93	82	76	82
COc1ccc(-c2cc(-c3ccccc3)[nH]c(=O)c2C#N)cc1	95	89	81	96	86	96	88	95	106
Cc1nn(-c2nc(-c3ccccc3)c(C#N)c(=O)n2C)c(C)c1N=Nc1c(C)n(C)n(-c2ccccc2)c1=O	98	94	93	93	98	104	99	92	99
O=C1/C(=C/c2cc(-c3ccc4c(c3)OCO4)n[nH]2)CCc2ccccc21	86	94	87	71	96	101	94	90	85
Cc1ccc2c(ccc3ccccc32)n1	99&106	96&104	94&103	100&96	101&106	105&103	119&102	116&109	106&121
NS(=O)(=O)Oc1cccc(NC(=O)C23CC4CC(CC(C4)C2)C3)c1	101	103	101	106	97	104	99	100	109
CC(NC(=O)C(Cc1ccc(OC(=O)c2ccccc2)cc1)NC(=O)OC(C)(C)C)C(=O)NCC(=O)NC(Cc1ccccc1)NC(=O)OCc1ccccc1 (configuration not stated)	113	110	98	95	106	118	98	101	118

Next part, starting with the last 4 of the part before.
SMILES	SF-268	SF-539	SF-295	PC-3	U251	DU-145	SNB-19	OVCAR-8	OVCAR-3
O=C1/C(=C/c2cc(-c3ccc4c(c3)OCO4)n[nH]2)CCc2ccccc21	86	94	87	71	96	101	94	90	85
Cc1ccc2c(ccc3ccccc32)n1	99&106	96&104	94&103	100&96	101&106	105&103	119&102	116&109	106&121
NS(=O)(=O)Oc1cccc(NC(=O)C23CC4CC(CC(C4)C2)C3)c1	101	103	101	106	97	104	99	100	109
CC(NC(=O)C(Cc1ccc(OC(=O)c2ccccc2)cc1)NC(=O)OC(C)(C)C)C(=O)NCC(=O)NC(Cc1ccccc1)NC(=O)OCc1ccccc1 (configuration not stated)	113	110	98	95	106	118	98	101	118
O=C(CC(=O)N/N=C/c1ccc2c(c1)CCC2)N/N=C/c1ccc2c(c1)CCC2	96&99	108&91	105&85	95&92	106&90	107&101	105&95	103&66	100&96
Cc1ccc2ccccc2c1[N+](=O)[O-]	109	108	104	93	104	113	110	94	109
CS(=O)(=O)Oc1ccc(Cl)cc1	111	117	105	95	119	110	101	98	121
COc1ccc(NC(=O)c2ccc(NC3=C(c4ccc(Cl)cc4)C(=O)NC3=O)cc2)cc1	84	92	87	64	82	91	92	85	89
O=C(Nc1ccc(C2=NCCN2)cc1)Nc1cccc(NC(=O)Nc2cccc(C3=NCCN3)c2)c1	99	100	99	99	101	94	114	114	119
Cc1ccc2nc(SCC(=O)Nc3c(C)cccc3C)n(-c3ccc(F)cc3)c(=O)c2c1	105	50	64	73	88	81	71	72	79
O=C(CN1CCN(c2ccccc2)CC1)Nc1nc2c(s1)Nc1ccccc1NC2=O	99	111	97	112	96	105	102	102	96
Cc1cccc(Cl)c1NC(=O)CCCl	98	103	106	95	103	106	107	104	101
COc1ccc(C2CC(c3cc4ccccc4oc3=O)=NN2c2ccc(S(N)(=O)=O)cc2)cc1 (configuration not stated)	104	106	103	83	96	104	100	100	107
COc1cccc2cc(N(C)c3nc(C)nc4ccsc34)ccc12	22	-15*	3.2*	13	12	-4.0*	24	6.5*	3.9*
COc1ccc(Cl)[n+]([O-])n1	105	104	106	95	105	120	99	107	117
O=C(Nc1ccc(Cl)c(C(F)(F)F)c1)Nc1ccc2c(ccn2C(=O)c2cccc(F)c2)c1	55	67	5.2*	9.1*	23	25	40	34	9.5*
O=C(O)CSc1ccc(Cl)cc1	112	93	89	93	99	121	.	.	113
C=C1[C@]2(C)CC3[C@@]4(C)CC[C@H](O)C(C)(C)C4CC[C@@]3(C)[C@@]1(C(=O)OC)C=C(C)C2=O (some centres not stated)	100	103	82	53	102	107	95	99	103
COc1cccc(\C=N/N=C(N)/C(N)=N\N=C/c2cccc(OC)c2OC)c1OC	113	101	104	88	98	125	107	100	119
CCOC(=O)CCNc1nc(N)nc(N(C)C2CCCCC2)c1C=O	107	100	.	97	96	113	98	99	126
Cn1c(=O)c2c(nc(Nc3ccccc3)n2CCNC(=O)c2ccccc2)n(C)c1=O	100	101	98	85	99	109	97	100	99
CN1CCN(C(=O)[C@]23CCC(C)(C)C[C@H]2C2=CC[C@@H]4[C@@]5(C)C/C(=C/c6cccnc6)C(=O)C(C)(C)[C@@H]5CC[C@@]4(C)[C@]2(C)CC3)CC1	68	80	74	19	45	72	65	54	53
CCOC(=O)C(C=O)(C=O)c1ccccc1	102	106	87	97	101	115	99	108	105
CCCCCCCCNc1cccc2c1C(=O)c1ccccc1C2=O	95	121	112	104	110	112	96	111	93
CCn1cnc2c1c(=O)[nH]c(=O)n2Cc1ccc(CNS(=O)(=O)c2ccc(OC3CCOCC3)c(F)c2)cc1	85	80	96	66	86	89	83	84	78
O=C1C=CC(=O)N1c1cccc([N+](=O)[O-])c1	110	115	122	100	102	113	101	101	119
COc1ccc(F)cc1/C=C/C(=O)/C=C(O)/C=C/c1cc(F)ccc1OC	94	113	101	91	76	103	92	87	104
O=c1/c(=C\c2ccc(-c3cc(Cl)cc(Cl)c3)o2)sc2nc(-c3ccco3)nn12	98	97	95	93	101	105	99	102	.
Nc1ccc2c3c(ccc([N+](=O)[O-])c13)CC2	94	86	100	99	94	101	103	87	100
CC(C)OC(=O)c1ccc2n1CCc1cnc(N)nc1-2	92	94	99	89	94	97	98	95	105
Cc1cccc(NC(c2cc3cccc4ccc5cccc2c5c43)c2nnnn2C(C)(C)C)c1C (configuration not stated)	91	87	87	78	95	104	91	93	.
